# EPAC2 antagonist – qHTS for Antagonist of cAMP-regulated guanine nucleotide exchange factor 2 (EPAC2): primary screen. Potency, µM (highest dose often 114 µM), inactives show at the highest dose activity, negative = inhibition, most hits filed as inhibitors. 360,000 tested, 0.18% active. AID 720708, 2013. Rap guanine nucleotide exchange factor 4 (Homo sapiens), Q8WZA2. EPAC2 GEF exchange of Rap1B-BODIPY-GDP, fluorescence; further: on the % scale 0 is the no-effect control and ±100 the full control effect; nearly all actives have a fitted effect of over 45% in size; many of its hits are not listed in these tables
# Target sequence (Q8WZA2 whole entry, looked up): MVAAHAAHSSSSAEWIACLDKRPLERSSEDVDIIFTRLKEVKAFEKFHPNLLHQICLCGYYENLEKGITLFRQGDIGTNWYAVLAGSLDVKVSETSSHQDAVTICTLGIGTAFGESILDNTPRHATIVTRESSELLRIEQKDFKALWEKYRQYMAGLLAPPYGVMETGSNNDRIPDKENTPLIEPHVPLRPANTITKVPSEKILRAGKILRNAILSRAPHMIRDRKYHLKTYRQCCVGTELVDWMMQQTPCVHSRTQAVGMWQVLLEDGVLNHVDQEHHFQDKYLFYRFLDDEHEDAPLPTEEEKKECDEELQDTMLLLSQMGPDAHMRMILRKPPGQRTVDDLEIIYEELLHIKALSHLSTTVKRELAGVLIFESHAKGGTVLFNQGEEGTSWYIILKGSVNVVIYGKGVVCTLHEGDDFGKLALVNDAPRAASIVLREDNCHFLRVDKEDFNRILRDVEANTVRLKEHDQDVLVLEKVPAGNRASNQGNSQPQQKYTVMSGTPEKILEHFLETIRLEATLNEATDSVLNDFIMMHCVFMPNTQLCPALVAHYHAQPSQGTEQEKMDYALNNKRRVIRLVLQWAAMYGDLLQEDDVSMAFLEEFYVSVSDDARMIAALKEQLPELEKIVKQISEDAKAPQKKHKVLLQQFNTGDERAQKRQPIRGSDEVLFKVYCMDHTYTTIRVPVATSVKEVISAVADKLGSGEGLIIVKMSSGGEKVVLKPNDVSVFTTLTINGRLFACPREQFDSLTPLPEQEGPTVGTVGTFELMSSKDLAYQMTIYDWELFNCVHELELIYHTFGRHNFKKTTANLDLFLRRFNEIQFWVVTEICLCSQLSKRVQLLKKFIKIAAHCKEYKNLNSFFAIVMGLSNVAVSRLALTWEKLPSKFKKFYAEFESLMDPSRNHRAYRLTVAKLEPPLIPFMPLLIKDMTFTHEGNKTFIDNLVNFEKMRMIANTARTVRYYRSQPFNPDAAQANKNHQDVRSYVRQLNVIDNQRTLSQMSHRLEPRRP
# Nrf2 ARE act – qHTS of Nrf2 Activators. AREc32 ARE-luciferase reporter (MCF7-derived line), luminescence, 24 h. Potency, µM (highest dose often 46.1 µM), for inactives: at the top dose activation, most hits filed as activators. 410,000 tested, 0.31% active; further: % of control where 0% means no effect; nearly all actives have a fitted effect of over 65% in size
#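 AREc32_Fluc, 1000 cells/well, OPTI-MEM + 5% FBS, o/n 37 deg C 5% CO2; 23 nL cpd by pin tool, 24 hr; Steady-Glo 30 min RT, luminescence.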
# HepG2 viability – qHTS for Inhibitors of TGF-b: Cytotox Counterscreen. HepG2 CAGA-GFP viability, ATP luminescence, 18 h. Potency, µM (series often up to 46.1 µM), for the others: top-dose activity change, negative = cytotoxicity, most hits filed as cytotoxic. 410,000 tested, 0.76% active. AID 588856, 2011; further: some results filed as inactive show a strong effect at the top dose
#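 CellTiter-Glo luminescence gave cytotoxicity after 18 hours at 37 degrees C. The cells were HepG2 CAGA-GFP in 1% FBS DMEM, stimulated with 500 pg/mL TGF-beta after compound addition. %Activity was normalised to no-cell wells (complete cell-killing) and DMSO (no toxicity), and curves were fitted and classified.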
# ATXN viability – Viability Counterscreen for Primary qHTS for Inhibitors of ATXN expression. 400,000 tested, 0.49% active. S2 cells (HEK-293 line with an ATXN2-luciferase reporter) viability, CellTiter-Fluor protease fluorescence, 24 h. Potency, µM (titrated, usually from 56.7 µM), most hits filed as cytotoxic; further: nearly all actives have a fitted effect of over 40% in size
# ATXN2 expr inh – Primary qHTS for Inhibitors of ATXN expression; HEK-293 ATXN2-luciferase reporter, luminescence, 24 h; Potency, µM (doses to about 57 µM), for the others: at the highest dose activity change, negative = inhibition, usual class: inhibitors; 360,000 tested, 0.72% active; further: on the % scale 0 is the no-effect control and ±100 the full control effect; nearly all actives have a fitted effect of over 55% in size
#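 ATXN2-luciferase reporter cells (luciferase flanked by upstream and downstream ATXN2 gene portions) were treated 24 h at 37 °C with compounds at up to 57 uM. SteadyGlo luminescence gave expression; GF-AFC fluorescence gave viability.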
# TGFb SMAD3 inh – qHTS for Inhibitors of TGF-b; HepG2 CAGA-GFP TGF-b/SMAD3 reporter, GFP fluorescence, 18 h; TGF-beta stimulated, 500 pg/mL final; Potency, µM (series often up to 46.1 µM), for the others: top-dose activity, negative = inhibition, most hits filed as inhibitors; 410,000 tested, 1.2% active; AID 588855, 2011; further: on the % scale 0 is the no-effect control and ±100 the full control effect; nearly all actives have a fitted effect of over 65% in size
#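 First, reporter cells (HEPG2 CAGA-GFP) rested 2 h at 37 degrees C. Next, compounds were pinned in and TGF-beta added to 500 pg/mL final. After 18 h, GFP was imaged per cell and summed per well.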
# A549 viability – Nrf2 qHTS screen for inhibitors: counterscreen for cytotoxicity; A549 ARE-Fluc cells, CellTiter-Fluor viability, 18-24 h; Potency, µM (titrated, usually from 46 µM), for inactives: at the highest dose activity change, negative = cytotoxicity, most hits filed as inhibitors; 390,000 tested, 0.16% active; further: on the % scale 0 is the no-effect control and ±100 the full control effect
#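 A549 ARE_Fluc cells in 5% FBS OPTI-MEM were exposed to compounds in concentration-response for 18-24 h at 37 deg C. Viability was read by CellTiter-Fluor fluorescence (Ex 405/Em 525) after 30 min, before the luciferase read.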
# Nrf2 block – Nrf2 qHTS screen for inhibitors; Potency, µM (top dose mostly 46 µM), for inactives: at the highest dose activity change, negative = inhibition, hits mostly inhibitors; 360,000 tested, 2.1% active; A549 ARE-Fluc reporter, luciferase luminescence, 18-24 h; further: on the % scale 0 is the no-effect control and ±100 the full control effect; nearly all actives have a fitted effect of over 60% in size
#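 Nrf2 activity is the BugLite luminescence, read 15 min after reagent at room temperature, following CellTiter-Fluor cytotoxicity readout (30 min, 37C). Compound titrations were applied for 18-24 h to 5000 A549 ARE_Fluc cells/well in 5% FBS OPTI-MEM.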
# MCF10A rerep – A quantitative high throughput screen for small molecules that induce DNA re-replication in MCF 10a normal breast cells; Potency, µM (doses to about 46.1 µM), inactives show at the highest dose activity, positive = re-replication, actives largely listed as activators; MCF 10A DNA re-replication, Hoechst nuclear intensity, 48 h; 350,000 tested, 2.9% active; further: % of control where 0% means no effect; nearly all actives have a fitted effect of over 50% in size
# * hit, by the source's call; i = inactive; ? = inconclusive; · = no result given; & = joins results of further samples; [ ] = another dose, or the depositor's remark. The call rests on the fitted dose curve; in most records, active means well fitted curve in the direction sought with a large enough effect; inconclusive means small, poorly fitted or top-dose-only effect, or another doubt; inactive means no such curve, though single readings can be large; an effect the other way counts as inactive or inconclusive. Potency means the concentration at half of the fitted maximal effect.
(1) CCOC(=O)c1sc(=S)n(-c2cccc(OC)c2)c1N
(2) CN1C=CC(=CC=C2C=CC(=O)C=C2)C=C1
(3) O=C(CNC(=O)Cn1ccc2ccccc2c1=O)NCCCN1CCN(c2cccc(Cl)c2)CC1
(4) COc1cc(C(CC(=O)NCc2ccc(F)cc2)N2Cc3ccccc3C2=O)cc(OC)c1OC (configuration not stated)
(5) Cc1onc(-c2ccccc2)c1C(=O)N(C)CCc1ccccn1
(6) CCC(=O)N(Cc1ccccc1)c1ccccn1

Assay by compound	1	2	3	4	5	6
EPAC2 antagonist	0%	0%	-4%	·	-4%	10%
Nrf2 ARE act	-0.9%	0.1%	0.4%	-0.4%	-0.3%	-0.4%
HepG2 viability	-6%	-7%	-16%	-14%	-1%	7%
ATXN viability	i	i	i	i	i	?
ATXN2 expr inh	6%	·	-16%	-13%	7%	6%
TGFb SMAD3 inh	7%	-24%	-8%	4%	0%	-2%
A549 viability	0%	-22%	2%	-3%	1%	-7%
Nrf2 block	·	?	-2%	-27%	-19%	-15%
MCF10A rerep	-11%	-2%	11%	·	-2%	-1%

(7) CC(=O)N=c1nc(-c2ccccc2)n(-c2ccccc2)s1
(8) O=C(NCCNC(=O)c1ccc(Cl)cc1Cl)c1ccco1
(9) CSc1nc(N(C)NC(=O)c2ccccc2)c2ccccc2n1
(10) CC(C)CNC(=O)c1noc2c1CCCC2
(11) CN(C)/C=C/C(=O)/C=C/c1ccc(Cl)cc1Cl
(12) O=C(CSc1nc2ccccc2c(=O)n1-c1ccccc1Cl)NC1CCS(=O)(=O)C1 (configuration not stated)

Assay by compound	7	8	9	10	11	12
EPAC2 antagonist	·	1%	7%	-19%	-7%	2%
Nrf2 ARE act	·	-0.2%	0.2%	0.3%	?	-0.2%
HepG2 viability	-22%	-2%	3%	4%	-39%	2%
ATXN viability	·	i	?	i	i	i
ATXN2 expr inh	·	11%	-19%	20%	41%[activator]	-12%
TGFb SMAD3 inh	0%	12%	-7%	0%	-16%	4%
A549 viability	0%	3%	-24%	-4%	-10%	-14%
Nrf2 block	17%	?	-2%	17%	?	-11%
MCF10A rerep	·	-4%	1.6µM*	-3%	?	-3%

(13) Cc1ccc(C(=O)NCc2ccccc2F)cc1S(=O)(=O)N1CCCC1
(14) N#CCC(=O)Nc1ccc(C(=O)OCC(=O)NNC(=O)c2ccc(Cl)cc2)cc1
(15) On1c(-c2ccccc2)nc2ccc(Cl)cc21
(16) CN(C)S(=O)(=O)c1cccc(COC(=O)C2=COCCO2)c1
(17) CC(C)CNC(=O)CSc1nc(-c2cccs2)cc(C(F)(F)F)n1
(18) COc1ccc(S(=O)(=O)N2CCCC(C(=O)NCCc3ccccc3)C2)cc1 (configuration not stated)

Assay by compound	13	14	15	16	17	18
EPAC2 antagonist	-7%	8%	-7%	15%	4%	-16%
Nrf2 ARE act	-0.6%	-0.1%	3.2%	0.5%	0.0%	0.9%
HepG2 viability	13%	-11%	-8%	-11%	-21%	-1%
ATXN viability	i	?	i	i	i	i
ATXN2 expr inh	-14%	10%	52%[activator]	7%	-5%	7%
TGFb SMAD3 inh	6%	-1%	2%	5%	1%	-15%
A549 viability	1%	1%	-1%	5%	1%	1%
Nrf2 block	-6%	-2%	5%	?	-26%	6%
MCF10A rerep	11%	-18%	-132%[0.0737 µM]	7%	10%	-5%

(19) COc1ccc(C2=NOC(C(=O)NCc3ccco3)C2)cc1OC (configuration not stated)
(20) Cc1cc(C)cc(NC(=O)CCn2ccnc2C)c1
(21) CC1(C(=O)Nc2ccc3c(c2)OCCO3)CCC(=O)N1CCOc1ccccc1 (configuration not stated)
(22) CCCCN(C(=O)CSc1nnc2ccccn12)c1c(N)n(Cc2ccccc2)c(=O)[nH]c1=O
(23) O=C(CSCc1cnn(-c2ccccc2)c1-n1cccc1)NCc1ccc2c(c1)OCO2
(24) Cc1noc(C)c1COc1ccc(C(=O)N2CCN(S(=O)(=O)c3ccc(Cl)cc3)CC2)cc1

Assay by compound	19	20	21	22	23	24
EPAC2 antagonist	4%	-5%	0%	-2%	-10%	12%
Nrf2 ARE act	0.0%	0.0%	0.0%	0.2%	-0.4%	-0.1%
HepG2 viability	1%	-3%	1%	-4%	-28%	-6%
ATXN viability	i	i	i	·	i	i
ATXN2 expr inh	-11%	-4%	11%	-26%	-6%	1%
TGFb SMAD3 inh	1%	29%	-2%	-1%	5%	-3%
A549 viability	?	2%	·	4%	-1%	-1%
Nrf2 block	·	·	·	-6%	4%	0%
MCF10A rerep	4.6µM*	0%	·	2%	?	4%

# Rewritten with bars between the fields: entries from further up.
nr | mol | EPAC2 antagonist | Nrf2 ARE act | HepG2 viability | ATXN viability | ATXN2 expr inh | TGFb SMAD3 inh | A549 viability | Nrf2 block | MCF10A rerep
20 | Cc1cc(C)cc(NC(=O)CCn2ccnc2C)c1 | -5% | 0.0% | -3% | i | -4% | 29% | 2% | · | 0%
23 | O=C(CSCc1cnn(-c2ccccc2)c1-n1cccc1)NCc1ccc2c(c1)OCO2 | -10% | -0.4% | -28% | i | -6% | 5% | -1% | 4% | ?

# Further compounds
(25) Cc1ccc(OCC(=O)Nc2c(C(=O)c3ccccc3)oc3ccccc23)cc1C
(26) Cc1nc(NCC2CCCO2)[nH]c(=O)c1CCC(C)C (configuration not stated)
(27) COc1ccc(C(=O)N/N=C/c2sc(=O)n(Cc3cccc(C(=O)O)c3)c2Cl)cc1
(28) Cc1oc(-c2ccccc2F)nc1CN1CCC(C(=O)NCCC2=CCCCC2)CC1
(29) Cc1nn2c(C)c(C(=O)NCc3ccc(OC(C)C)cc3)cnc2c1-c1ccc(F)cc1
(30) Cc1cc(NC(=O)Nc2ccc(F)cc2F)n(C)n1

Assay by compound	25	26	27	28	29	30
EPAC2 antagonist	·	12%	-7%	19%[57.1 µM]	·	2%
Nrf2 ARE act	0.5%	0.4%	2.6%	2.4%	-0.4%	-0.9%
HepG2 viability	2%	1%	-1%	-2%	-17%	12%
ATXN viability	i	i	i	?	·	i
ATXN2 expr inh	3%	-2%	17%	-28%	·	?
TGFb SMAD3 inh	-8%	-3%	-1%	-9%	0%	-10%
A549 viability	-2%	-2%	-3%	-13%	1%	-8%
Nrf2 block	1%	-2%	-10%	11%	6%	25%
MCF10A rerep	·	?	-3%	5%	·	?

(31) Cc1ccc(N2CCN(C(=O)C3CCC(=O)N(Cc4ccc(Cl)cc4)C3)CC2)c(C)c1 (configuration not stated)
(32) Cc1ccc(S(=O)(=O)NCC(c2ccc3c(c2)OCO3)N2CCOCC2)cc1 (configuration not stated)
(33) OC(CN1CCN(c2cccc(Cl)c2)CC1)c1ccccc1 (configuration not stated)
(34) CN1C(=O)NC(c2ccccc2)C2=C1CN(c1cccc(C(F)(F)F)c1)C2=O (configuration not stated)
(35) O=C(CCCN1C(=O)/C(=C/c2cccs2)SC1=S)Nc1cccc(C(=O)O)c1
(36) CCOc1cccc2c1OC1(C)CC2NC(=O)N1c1ccc(OC)cc1 (configuration not stated)

Assay by compound	31	32	33	34	35	36
EPAC2 antagonist	-13%	20%	-3%	-28%	6%	23%
Nrf2 ARE act	3.5%	-0.7%	-0.2%	3.6%	0.6%	-0.1%
HepG2 viability	-42%	0%	-26%	-4%	-2%	4%
ATXN viability	i	?	i	i	i	i
ATXN2 expr inh	-1%	7%	-3%	-8%	35%	-9%
TGFb SMAD3 inh	0%	-12%	-25%	-12%	-3%	17%
A549 viability	-10%	1%	0%	4%	1%	-5%
Nrf2 block	?	3%	-17%	-23%	25%	-9%
MCF10A rerep	14%	1%	?	?	?	-1%

(37) CCOC(=O)c1ccc(N2C(=O)CC(NC3CCN(C(=O)c4ccc(F)cc4)CC3)C2=O)cc1 (configuration not stated)
(38) CCCCCc1ccc(C2=NNC(=O)CC2)cc1
(39) C=CCNC(=O)c1cccc(NS(=O)(=O)c2ccc(Cl)cc2)c1
(40) NS(=O)(=O)c1ccc(NC(=O)CSc2nnc(COc3ccccc3Cl)n2C2CC2)cc1
(41) CC(C)(C)C(=O)OC/C(N)=N/OC(=O)c1ccccc1
(42) CC(=O)c1sc(NC(=O)C2COc3ccccc3O2)nc1C (configuration not stated)

Assay by compound	37	38	39	40	41	42
EPAC2 antagonist	22%	-19%	-18%	-2%	3%	7%
Nrf2 ARE act	3.2%	7.2%	-0.1%	1.8%	-0.2%	-5.3%
HepG2 viability	16%	-14%	-11%	7%	10%	-9%
ATXN viability	i	i	i	i	i	i
ATXN2 expr inh	-10%	·	-21%[11.3 µM]	-17%	16%	?
TGFb SMAD3 inh	?	-8%	-1%	-13%	15%	1%
A549 viability	-2%	6%	4%	-1%	2%	12%
Nrf2 block	·	?	-15%	4%	10%	?
MCF10A rerep	0%	0%	1%	1%	6%	-7%

(43) COc1ccc(-c2nnc(SCC(=O)Nc3cc(OC)ccc3OC)nc2-c2ccc(OC)cc2)cc1
(44) C[C@H](CO)N1C[C@H](C)[C@@H](CN(C)CC2CCCCC2)Oc2ccc(NC(=O)Cn3cnnn3)cc2C1=O
(45) CCCN1C(=O)/C(=C\c2ccncc2)SC1=Nc1ccccc1
(46) COCCCNc1nc2c([nH]1)c(=O)[nH]c(=O)n2C
(47) O=C(NCc1nc2ccccc2[nH]1)c1c(F)cccc1F
(48) COc1ccc(-n2c(SCC(=O)NCc3ccco3)nc3sc4c(c3c2=O)CCN(C)C4)cc1
(49) O=C(CSc1nccn1Cc1ccco1)Nc1cccc(F)c1

Assay by compound	43	44	45	46	47	48	49
EPAC2 antagonist	·	4%	-30%	0%	·	2%	2%
Nrf2 ARE act	4.9%	-0.1%	21%	-0.8%	-0.5%	0.5%	3.7%&4.3%
HepG2 viability	-13%	1%	-35%	-1%	-14%	-34%	-9%&-16%
ATXN viability	·	i	i	?	i	i	i
ATXN2 expr inh	·	0%	16%	4%	5%	16%	5%
TGFb SMAD3 inh	10µM*	7%	-7%	-17%	10%	-25%	-10%&-15%
A549 viability	-11%	3%	-8%	2%	-6%	-7%	16%&-1%
Nrf2 block	·	5%	11%	17%	6%	6%	12%
MCF10A rerep	·	-8%	?	0%	·	0%	19%

# Source: PubChem (National Center for Advancing Translational Sciences (NCATS))

# The list is partial (hit frequency here may not be typical).
